Screening results deposited in PubChem BioAssay by National Center for Advancing Translational Sciences (NCATS).
Tb PYK inh: inhibitors of Trypanosoma brucei pyruvate kinase. TbPYK enzyme, Kinase-Glo Plus ATP luminescence, 45 min. Q57TT1. 0.12% of 410,000 active. AID 624173. Potency, µM (highest dose often 76.8 µM), for the others: top-dose activity, negative = inhibition, hits mostly inhibitors; further: potency means the concentration at half of the fitted maximal effect; on the % scale 0 is the no-effect control and ±100 the full control effect; nearly all actives have a fitted effect of over 50% in size
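Luminescence from Kinase-Glo Plus, added after a 45-minute room-temperature reaction, served as the end-point read-out. The enzyme and substrate were preincubated with compound before ADP (130 uM final) initiated turnover. Concentration-effect curves came from normalized qHTS data.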
Pf growth 48h: P. falciparum growth inhibition at 48 hours (one generation) | P. falciparum luciferase growth in erythrocytes, 48 h | Potency, µM (series often up to 28.7 µM), for the others: top-dose activity change, negative = inhibition, usual class: inhibitors | 5.9% of 310,000 active | AID 504832; further: potency means the concentration at half of the fitted maximal effect; on the % scale 0 is the no-effect control and ±100 the full control effect
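Luminescence readout; reporter = integrated firefly luciferase in P. falciparum. RBC culture at 2% hematocrit, 0.1% parasitemia final, 37 C/5% CO2; decreased signal taken as growth inhibition.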
Shiga inhibitor: blocks Shiga toxin action in Vero cells | inhibition, % at 38.7 µM | 9.2% of 290,000 active | Vero cells, Shiga toxin protein synthesis inhibition reporter | AID 2315; in the data active means inhibition mostly above about 28%, no sharp cut-off; inactive means mostly below about 43%; further: 0% is about no effect
AMA1 RON2 block: AMA1-RON2 (P. falciparum) interaction inhibition. AID 720542. AlphaScreen AMA1-biotinylated RON2 peptide binding. 0.2% of 360,000 active. Potency, µM (top dose mostly 58.2 µM), without a hit: top-dose activity change, negative = inhibition, most hits filed as inhibitors;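 further: potency means the concentration at half of the fitted maximal effect; 0% = vehicle wells and -100% = peptide control; nearly all actives have a fitted effect of over 45% in size; some results filed as inactive show a strong effect at the top dose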
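AMA1 (3D7) with his tag at 25 nM final met compounds first, then biotinylated RON2 peptide at 25 nM; detection used donor plus acceptor beads, 10 µg/mL apiece, read by AlphaScreen after 30 min at room temperature.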
Pf growth 96h: P. falciparum growth inhibition at 96 hour, primary screen for plastid delayed-death inhibitors | Potency, µM (series often up to 28.7 µM), without a hit: top-dose activity change, negative = inhibition, hits mostly inhibitors | P. falciparum luciferase reporter growth, 96 h | 6.9% of 320,000 active; further: potency means the concentration at half of the fitted maximal effect; on the % scale 0 is the no-effect control and ±100 the full control effect
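Erythrocytes infected with luciferase-expressing P. falciparum were dispensed at 2% hematocrit and 0.05% parasitemia (final), then incubated with compounds 96 hours at 37 C in 5% CO2. Luminescence after detection reagent addition reported growth.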
Cycloheximide cs: affects cycloheximide protein synthesis inhibition readout, counter-screen | max response, % | AID 2314 | cell reporter, cycloheximide protein synthesis inhibition counterscreen | 12% of 300,000 active; in the data active means max response mostly above about 13%, no sharp cut-off; inactive means mostly below about 14%; further: read at 38.3 µM for the half of the compounds with a filed dose; 0% is about no effect
LmPK inhibitor: LmPK (Leishmania mexicana) enzyme inhibition; Q27686; purified LmPK, Kinase-Glo ATP luminescence, 1 h; Potency, µM (doses to about 57.5 µM), for inactives: at the top dose activity change, negative = inhibition, most hits filed as inhibitors; 0.37% of 290,000 active; further: potency means the concentration at half of the fitted maximal effect; on the % scale 0 is the no-effect control and ±100 the full control effect
Target sequence (Q27686 whole entry, looked up): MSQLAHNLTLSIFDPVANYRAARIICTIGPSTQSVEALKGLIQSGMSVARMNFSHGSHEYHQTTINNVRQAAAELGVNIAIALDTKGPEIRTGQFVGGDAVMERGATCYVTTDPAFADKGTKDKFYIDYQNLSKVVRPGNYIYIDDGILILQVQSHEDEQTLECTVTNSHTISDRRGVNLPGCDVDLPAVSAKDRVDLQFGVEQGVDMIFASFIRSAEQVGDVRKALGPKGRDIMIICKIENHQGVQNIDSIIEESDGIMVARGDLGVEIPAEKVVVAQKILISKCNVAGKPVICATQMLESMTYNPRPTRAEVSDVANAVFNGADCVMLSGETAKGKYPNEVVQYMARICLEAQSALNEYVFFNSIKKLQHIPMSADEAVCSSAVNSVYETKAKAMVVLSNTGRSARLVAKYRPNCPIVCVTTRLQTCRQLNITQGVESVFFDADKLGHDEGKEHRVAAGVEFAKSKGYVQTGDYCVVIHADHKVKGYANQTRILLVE
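Kinase-Glo luminescence read after 1 h RT reaction of 0.1 nM LmPK with 0.5 mM PEP and 0.1 mM ADP. Activity scaled between uninhibited and enzyme-free controls.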
Starred values were filed as active, the others as inactive; ? = inconclusive; . = no result given; & = joins results of further samples; [ ] = dose if it differs, or a comment. Unless noted, the call rests on the fitted dose curve; in most records, active means well fitted curve in the direction sought with a large enough effect; inconclusive means small, poorly fitted or top-dose-only effect, or another doubt; inactive means no such curve, though single readings can be large; an effect the other way counts as inactive or inconclusive.

SMILES	Tb PYK inh	Pf growth 48h	Shiga inhibitor	AMA1 RON2 block	Pf growth 96h	Cycloheximide cs	LmPK inhibitor
O=C(c1cccc(S(=O)(=O)N2CCCC2)c1)c1nnc(-c2ccncc2)o1	6%	-27%	-2	-4%	-15%	2	7%
CC(C)c1ccc(C2(C)NC(=O)N(C(C)C(=O)Nc3ccc(N4CCOCC4)cc3)C2=O)cc1 (centres undefined)	-6%	?	.	-18%	?	.	.
CC(C)N1C(=O)/C(=C\c2nc3ccccc3c(=O)n2-c2ccccc2)c2ccccc21	-3%	?	-6	?	-14%	-4	-2%
CC(C)c1ccc(-n2c(O)c(C=NCCN3CCNCC3)c(=O)[nH]c2=S)cc1	0%	.	-6	76%[activator]	14%	-5	-2%
Cc1nc2ccc(NC(=O)c3cccc(S(=O)(=O)N(C)c4ccccc4)c3)cc2s1	2%	?	-3	-18%	8.3µM*	-3	2%
CCCCCOc1ccc(NC2=CC(=O)CCC2)cc1	-3%	13µM*	42	-21%	?	4	-2%
O=C(NCCc1c[nH]c2ccccc12)c1ccc(Cl)cc1	-5%	68%[activator]	127*	-5%	?	48*	-1%
Cc1ccc2nsnc2c1S(=O)(=O)Nc1cccc2nsnc12	-12%	?	-9	-7%	82%[activator]	14	2%
COc1ccc(NC(=O)COC(=O)C2CCCCC2)c([N+](=O)[O-])c1	8%	5%	12	?	50%[activator]	-1	3%
Cc1ccnc(NS(=O)(=O)c2ccccc2)n1	-11%	2%	-3	-3%	.	-7	-6%
CC(C)C(C(=O)N1CCN(Cc2ccccc2)CC1)c1ccccc1 (centres undefined)	-6%	44%[0.00184 µM]	13	-8%	-5%	-5	-3%
Cc1ccccc1NC(=O)CCc1nnc2ccc(N3CCC4(CC3)OCCO4)nn12	-10%	-17%	8	10%	21%	-1	1%
Cc1cccc(NC(=S)NNc2ncc(C(F)(F)F)cc2Cl)c1	-19%	-13%	-14	33%[activator]	?	7	0%
CCOc1ccc(N2CC(C(=O)N3CCCC3)CC2=O)cc1 (centres undefined)	3%	12%	-9	-4%	12µM*	-5	-5%
COCC(=O)Nc1ccc2nc3n(c(=O)c2c1)CCCCC3	2%	16%	13	-11%	-10%	12*	3%
CCn1cc(Br)c(C(=O)N2CCN(c3ccccc3)CC2)n1	14%	-12%	13	-6%	-28%	-2	6%
COc1ccc2c(c1)O[C@@H](c1cccc(C(F)(F)F)c1)[C@H](OC(=O)NCCc1ccc(OC)c(OC)c1)C2=O	.	?	-12	.	?	-3	-1%
CN(c1ccccc1)S(=O)(=O)c1ccc(NC(=S)NC(=O)c2ccccc2)cc1	-2%	-4%	27	-3%	.	12	7%
O=c1nccc(NCc2ccco2)[nH]1	-10%	8%	16	-3%	0%	-5	6%
COc1ccc(-c2nn(-c3ccccc3)cc2/C=N/Nc2ccc(S(N)(=O)=O)cc2[N+](=O)[O-])cc1OC	0%	-4%	-6	-6%	?	-1	-2%

Shown in markdown: 2 of the compounds above
| SMILES | Tb PYK inh | Pf growth 48h | Shiga inhibitor | AMA1 RON2 block | Pf growth 96h | Cycloheximide cs | LmPK inhibitor |
| --- | --- | --- | --- | --- | --- | --- | --- |
| Cc1cccc(NC(=S)NNc2ncc(C(F)(F)F)cc2Cl)c1 | -19% | -13% | -14 | 33%[activator] | ? | 7 | 0% |
| COc1ccc(-c2nn(-c3ccccc3)cc2/C=N/Nc2ccc(S(N)(=O)=O)cc2[N+](=O)[O-])cc1OC | 0% | -4% | -6 | -6% | ? | -1 | -2% |

Next section.
SMILES	Tb PYK inh	Pf growth 48h	Shiga inhibitor	AMA1 RON2 block	Pf growth 96h	Cycloheximide cs	LmPK inhibitor
O=c1c2ccccc2nc(-c2ccccc2)n1-c1ccccc1O	2%	?	12	6%	?	1	-2%
O=C(COc1ncnc2scc(-c3ccc(Cl)cc3)c12)NCc1ccco1	-2%	-7%	53*	0%	?	27	3%
CC1CCN(C(=O)Cn2c(=O)c3cccn3c3ccccc32)CC1	3%	0%	-10	-7%	?	-10	-9%
Cc1nc2ncnn2c(C)c1CCC(=O)N1CCCCC1	-1%	.	-6	1%	89%[activator]	-4	-2%
O=C(CCc1c[nH]c2ccccc12)NCCc1ccc(Cl)cc1	6%	-5%	-7	-17%	?	-2	3%
CC(C)(C)C1CCC(=NNC(=O)C(=O)NC2CCCCC2)CC1 (centres undefined)	1%	74%[activator]	25	4%	15%	12	5%
Cc1ccc(-n2nc(C)c3c(C)c(CCC(=O)NCc4ccccc4)c(C)nc32)cc1	2%	.	-6	6%	-3%	-6	2%
COc1ccc(C)cc1NC(=O)CCC(=O)Nc1nnc(C2CCCCC2)s1	-8%	24%	-11	-3%	-1%	1	8%
CNC(=S)NNc1nc(N2CCOCC2)nc(N2CCOCC2)n1	2%	-6%	26	60%[activator]	-8%	2	-4%
O=C(Nc1ccccc1Cl)NC1CCCCCCC1	2%	32%[activator]	57*	1%	?	40*	1%

Fetched by compound from above, 4 records:
SMILES	Tb PYK inh	Pf growth 48h	Shiga inhibitor	AMA1 RON2 block	Pf growth 96h	Cycloheximide cs	LmPK inhibitor
Cc1cccc(NC(=S)NNc2ncc(C(F)(F)F)cc2Cl)c1	-19%	-13%	-14	33%[activator]	?	7	0%
COc1ccc(-c2nn(-c3ccccc3)cc2/C=N/Nc2ccc(S(N)(=O)=O)cc2[N+](=O)[O-])cc1OC	0%	-4%	-6	-6%	?	-1	-2%
Cc1ccc(-n2nc(C)c3c(C)c(CCC(=O)NCc4ccccc4)c(C)nc32)cc1	2%	.	-6	6%	-3%	-6	2%
CC(C)c1ccc(-n2c(O)c(C=NCCN3CCNCC3)c(=O)[nH]c2=S)cc1	0%	.	-6	76%[activator]	14%	-5	-2%

Other records.
SMILES	Tb PYK inh	Pf growth 48h	Shiga inhibitor	AMA1 RON2 block	Pf growth 96h	Cycloheximide cs	LmPK inhibitor
CCOc1ccc(-n2ccnc(SCC(=O)Nc3cccc(OC)c3)c2=O)cc1	-4%	-94%	.	2%	?	.	.
NC(=O)c1cc2ccc(O)cc2oc1=Nc1ccccc1	-30%	59%[activator]	50*	-4%	21%	63*	1%
CCCCCCNC(=O)Nc1ccccc1	-6%	1%	61*	18%	8%	44*	-5%
O=C(CSc1nnc(-c2ccco2)n1Cc1ccccc1)NCc1ccccc1	1%	?	-31	-17%	6%	-1	4%
CN(C)CCCNc1ncnc2c1cnn2-c1ccccc1	-8%	.	72*	3%	13%	49*	-1%
CC(=O)c1cccc(NC(=S)NC(=O)c2ccc(Cl)cc2)c1	4%	91%[activator]	65*	0%	39%	63*	4%
Cc1cc(=O)oc2cc(OCC(=O)N3CCCC3)c(Cl)cc12	0%	-29%	.	0%	-25%	.	.
O=C(CCS(=O)(=O)c1ccccc1)Nc1ccc(Cl)cn1	2%	27%	61*	5%	7%	24*	-6%
O=S(=O)(CCN1CCOCC1)c1ccc(OC(F)(F)F)cc1	-10%	17%	-6	3%	0%	-7	1%
CO[C@H]1[C@@H](O)CC(OC2[C@@H](O)CC(OC3[C@@H](O)C[C@H](OC4CC[C@@]5(C)C(CCC6C5CC(O)[C@]5(C)[C@H](C7=CC(=O)OC7)CCC65O)C4)O[C@@H]3C)O[C@@H]2C)O[C@@H]1C (some centres undefined)	3%	?	.	.	?	.	.
NC(N)=Nc1nc(-c2ccccc2)c2cc(Cl)ccc2n1	1%	?	.	-4%	51%[activator]	-10	7%
CCOc1ccccc1C1CC(=O)Nc2cc(OC)c(OC)cc21 (centres undefined)	-1%	-11%	-18	-17%	-19%	1	-2%
O=C(N/N=C/c1ccc([N+](=O)[O-])o1)c1sc2ccccc2c1Cl	-1%	?	4	30%	1.7µM*	-2	5%
O=C(Nc1ccccc1F)c1ccc(S(=O)(=O)NCC2CCCO2)cc1 (centres undefined)	9%	-7%	63	9%	40%	3	1%
CCC1CN(C(=O)N2CCC(C(=O)NCc3ccc(C)o3)CC2)c2ccccc2O1 (centres undefined)	-2%&2%	-4%	-8	-15%	9.3µM*	-7	-5%
COc1ccc(/C=C(\C#N)C(=O)NCc2cccnc2)cc1OC	-4%	-13%	-3	7%	7%	-2	4%
CC(=O)c1ccc(OCc2cc(C(=O)NCCN3CCCC(O)C3)no2)cc1 (centres undefined)	2%	-21%	-5	6%	30%[activator]	1	5%
O=C1CC(c2ccccc2)CC(O)=C1C=NCc1ccc(Cl)cc1 (centres undefined)	-2%	8%	-16	19%	?	-2	1%
O=C(N/N=C/c1c(O)ccc2ccccc12)c1ccc[n+](CCO)c1	2%	9.3µM*	-12	?	5.2µM*	-4	-5%
CC/C(=N\O)c1ccc(O)c(OC)c1	-1%	-6%	-2	-7%	?	12	-4%

Among those listed so far, these contain two or more sulfur atoms:
SMILES	Tb PYK inh	Pf growth 48h	Shiga inhibitor	AMA1 RON2 block	Pf growth 96h	Cycloheximide cs	LmPK inhibitor
Cc1nc2ccc(NC(=O)c3cccc(S(=O)(=O)N(C)c4ccccc4)c3)cc2s1	2%	?	-3	-18%	8.3µM*	-3	2%
Cc1ccc2nsnc2c1S(=O)(=O)Nc1cccc2nsnc12	-12%	?	-9	-7%	82%[activator]	14	2%
CN(c1ccccc1)S(=O)(=O)c1ccc(NC(=S)NC(=O)c2ccccc2)cc1	-2%	-4%	27	-3%	.	12	7%

Additional compounds.
SMILES	Tb PYK inh	Pf growth 48h	Shiga inhibitor	AMA1 RON2 block	Pf growth 96h	Cycloheximide cs	LmPK inhibitor
Cc1oc(-c2cccc(Cl)c2)nc1CS(=O)(=O)CC(=O)NCCN1CCCC1	2%	16%	-6	-11%	0%	2	1%
COc1cc2c(cc1OC)CN(C(=O)c1cccs1)CC2	2%	0.66µM*	-4	-2%	-22%	6	-1%
O=C(NC1CC1)c1ccc2c(c1)NC(=O)c1ccccc1S2	.	.	13	.	8.3µM*	1	6%
CCOc1ccccc1CN1CCN(C2CCN(c3ccccc3F)CC2)CC1CCO (centres undefined)	2%	?	-19	26%	4%	-2	1%
C=CCn1c(SCC(=O)NC)nc2sc3c(c2c1=O)CCC3	-5%	?	-1	-2%	.	12	2%
Cc1nnc(SCC(=O)NC2CCCC2)n1C(C)C	-3%	19%	-38	-5%	1%	20*	-7%
COc1cc(OC)cc(C(=O)N2CCN(Cc3ccccc3[N+](=O)[O-])CC2)c1	10%	20%	18	?	27%	0	-1%

Only Tb PYK inh and LmPK inhibitor, for 3 of the compounds above:
SMILES,Tb PYK inh,LmPK inhibitor
O=C(NC1CC1)c1ccc2c(c1)NC(=O)c1ccccc1S2,.,6%
CCOc1ccccc1CN1CCN(C2CCN(c3ccccc3F)CC2)CC1CCO (centres undefined),2%,1%
C=CCn1c(SCC(=O)NC)nc2sc3c(c2c1=O)CCC3,-5%,2%

The order is random. About 21% of those tested had a hit in this group.
